Compound activity (PubChem BioAssay)
West Nile virus CPE: West Nile virus antiviral activity, cell-based, CPE readout (AID 1621); one-dose CPE inhibition, % at 10 µM; IC50 in µM for titrated hits; West Nile virus-infected cells, CPE inhibition; higher % means a stronger effect; 290,000 compounds, 0.02% hits; in the data active = a potency from the dose series; inconclusive = CPE inhibition mostly from about 3.7% at the one dose, without a potency; inactive = the rest, 99 in 100 with CPE inhibition below about 2.2%; also: strong numbers were not always called active
Dengue-2 NS5 capping: Dengue-2 NS5 methyltransferase inhibitors, primary screen, biochemical, confirmation dose response (AID 588689). Dengue-2 NS5 methyltransferase capping enzyme assay, biochemical; higher % means a stronger effect. inhibition, % at 25 µM, or IC50 in µM where a hit was titrated. 340,000 compounds, 0.3% hits; in the data active = a potency from the dose series; inconclusive = inhibition above about 29% without an active follow-up result
HIV fusion peptide: inhibitors of HIV fusion peptide binding, primary screen, biochemical, uHTS, fluorescence dequenching (AID 1986). cell-free peptide binding, fluorescence dequenching, 30 min; higher % means a stronger effect. 290,000 compounds, 0.3% hits. inhibition, % at 20 µM, or IC50 in µM where a hit was titrated; in the data active = inhibition mostly above about 52%, no sharp cut-off; inactive = mostly below about 76%; also: some results filed as inactive read as strong as hits
Yfh1-off respiration: enhancers of respiration in Yfh1-depleted yeast, dose response, Friedreich's ataxia, plus single-dose screen (AID 1465) | S. cerevisiae Yfh1-off respiration, WST-1 reduction, 72 h; higher fold induction means a stronger effect | one-dose fold induction at 50 µM; EC50 in µM for titrated hits | 220,000 compounds, 0.074% hits;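 active = fold induction of absorbance versus untreated yeast above a set limit, then at least 30% activation at any dose in follow-up; inconclusive = repeats straddling the limit, or above it without dose testing; inactive = fold induction below the set limit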;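 also: activators that raise dye reduction in frataxin-depleted yeast; strong numbers were not always called active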
KOR beta-arrestin-1: KOR antagonists, beta-arrestin recruitment, cell-based, luminescence, uHTS (AID 1778); inhibition, % at 10 µM; hits with a dose series show IC50 in µM; KOR beta-arrestin recruitment, luminescence, antagonist mode; higher % means a stronger effect; Kappa-type opioid receptor (Homo sapiens); 290,000 compounds, 0.091% hits; also: strong numbers were not always called active
NOD1 inhibition: NOD1 signaling inhibitors, primary screen, cell-based, luminescence, uHTS (AID 1578); NOD1-driven NF-kB luciferase reporter cells, luminescence; higher % means a stronger effect; inhibition, % at 4 µM; hits with a dose series show EC50 in µM; 290,000 compounds, 1% hits; in the data active = inhibition mostly above about 36%, no sharp cut-off; inactive = mostly below about 34%;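 also: HEK-293T reporter cells stimulated with the NOD1 agonist gamma-tri-DAP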
KOR beta-arrestin-2: KOR agonists, beta-arrestin recruitment, primary screen, cell-based, luminescence, uHTS (AID 1777). KOR beta-arrestin recruitment, luminescence; higher % means a stronger effect. 280,000 compounds, 0.02% hits. one-dose activation, % at 10 µM; EC50 in µM for titrated hits; in the data active = activation above about 50%, passing the limit was not always enough; also: a part of the inactive calls stands beside numbers as strong as those of hits
AID2073: inhibitors of Mint1-CaV2.2 protein interaction, biochemical, HTRF (AID 2073). HTRF protein-protein interaction, Mint1-CaV2.2; higher % means a stronger effect. Voltage-dependent N-type calcium channel subunit alpha-1B (Homo sapiens). 290,000 compounds, 0.19% hits. one-dose inhibition, % at 20 µM; IC50 in µM for titrated hits; in the data active = inhibition mostly above about 51%, no sharp cut-off; inconclusive = no clear call, values can overlap the other calls; inactive = mostly below about 53%; also: some results filed as inactive read as strong as hits
NOD2 inhibition: NOD2 signaling inhibitors, cell-based, luminescence, uHTS, HEK293 (AID 1566); HEK293 NOD2/NF-kB luciferase reporter, luminescence; higher % means a stronger effect; inhibition, % at 4 µM; hits with a dose series show EC50 in µM; 290,000 compounds, 0.63% hits; also: many of its hits are not listed in these tables
Dengue-2 NS5 capping pilot replicate: also measured in Dengue-2 NS5 capping; calls as there; inhibition, %; measured here: pilot screen replicate inhibition
The depositor's hits bear a star; i = inactive; ? = inconclusive; nt = not tested or not shown; [ ] = another dose, or the depositor's remark. Rule as the data show it, unless noted: active = inhibition above about 50%; inactive = the rest.

SMILES | West Nile virus CPE | Dengue-2 NS5 capping | HIV fusion peptide | Yfh1-off respiration | KOR beta-arrestin-1 | NOD1 inhibition | KOR beta-arrestin-2 | AID2073 | NOD2 inhibition | others
Cc1c(C(=O)Nc2ccc3c(c2)OCO3)oc2ccccc12 | -0.9% | -8% | -1.1% | nt | -1% | -102% | -3.7% | 16% | -135%
Cc1cc(=O)cc(C)n1-c1ccc(Br)cc1 | 0.6% | -6% | 0.9% | i | 1% | -26% | -6.4% | 6% | -2%
CCc1ccccc1NC(=O)C1=CC(c2cccs2)=NS(=O)(=O)N1C | -0.6% | 0% | 1.6% | nt | 6%[20 µM] | 0% | -3.2% | 14% | 21%
CCNC(=O)c1c(O)c2c([nH]c1=O)CCCC2 | 0.0% | 0% | 1.7% | i | 13% | -11% | 3.2% | 7% | 4%
CCOC(=O)c1c(C)[nH]c(C(=O)COC(=O)C2CC2C)c1C (configuration not stated) | 0.4% | nt | -1.0% | i | 10% | -44% | -4.3% | 2% | -67%
CSc1nc2ccc(S(=O)(=O)N3CCOCC3)cc2s1 | -0.4% | 0% | -1.3% | i | 6% | -19% | -0.3% | -5% | 4%
COc1ccc2c(c1)c(C(=O)O)c(C)n2-c1ccc(Cl)cc1 | 1.2% | 4% | 8.5% | nt | -2% | -2% | 0.4% | 16% | 13%
O=C(c1cccs1)N1CCN(c2ncccn2)CC1 | -0.1% | -2% | -1.0% | i | 0% | -2% | -9.6% | -2% | 5%
Clc1ccc2nc(-c3ccc4c(c3)OCO4)cn2c1 | -1.1% | -4% | -1.5% | i | -48% | -31% | -1.2% | 13% | -98%
Cc1ccc(-c2nnn(Cc3nc(N)nc(N4CCOCC4)n3)n2)cc1 | -0.5% | 4% | -0.5% | i | 18% | 5% | -1.0% | 9% | 16% | Dengue-2 NS5 capping pilot replicate=1.4
O=S1(=O)N=C2CCCCCN2C(c2ccncc2)N1 (configuration not stated) | 0.2% | -3% | 0.7% | i | 25% | 0% | -2.1% | -3% | 0%
CCCc1[nH][nH]c(=O)c1C(c1ccccc1)C(C#N)C#N (configuration not stated) | -0.6% | -4% | -1.4% | i | 22% | nt | -0.6% | -4% | 10%
COc1ccc(C(=O)NC(=S)N2CCCCC2c2cccnc2)cc1OC (configuration not stated) | 0.1% | -8% | 0.0% | nt | -58%[20 µM] | -8% | -1.7% | -15% | 13%
COc1ccc(/C=N/n2c(SC)nnc(C(C)(C)C)c2=O)cc1OC | 0.1% | 5% | -1.0% | i | -18% | -4% | 3.4% | -6% | 16%
O=C(Nc1ccc(Cl)cc1)c1ccc(-n2cncn2)c([N+](=O)[O-])c1 | -1.5% | -8% | -0.5% | i | -55% | -23% | -1.8% | 12% | 18%
O=C1c2cccc3cccc(c23)C(=O)N1c1ccncc1 | -0.1% | 0% | 2.1% | i | 16% | -30% | -5.6% | 13% | 1%
Cc1sc2ncn(CC(=O)NCCN3CCOCC3)c(=O)c2c1S(=O)(=O)N1CCC(C)CC1 | 0.0% | 4% | 1.2% | i | 32% | 19% | 2.8% | -1% | 6%
COc1cccc(/C=N/N2CCN(c3ccncc3S(=O)(=O)N3CCCCC3)CC2)c1 | 0.2% | -7% | -2.2% | i | -42% | -14% | 0.3% | -15% | -7%
COc1ccc2[nH]c(C(=O)N3CCN(C)CC3)c(C)c2c1 | 0.4% | -6% | -0.6% | nt | -23% | 0% | -2.9% | 6% | 13%
Cc1ccc(S(=O)(=O)CCC(=O)OCC(=O)N2CCN(S(=O)(=O)c3ccc(Cl)cc3)CC2)cc1 | -0.3% | -3% | -0.7% | nt | -8% | -6% | -1.5% | -6% | 6%
COc1cccc(C(=O)O/N=C(\N)c2ccc([N+](=O)[O-])cc2)c1 | 0.7% | -9% | -0.1% | i | -36% | -25% | 2.0% | 1% | -83%
COc1ccccc1-c1nc(SCC(=O)Nc2ccccc2)n[nH]1 | -0.3% | -6% | 1.3% | nt | -11% | -11% | 5.5% | ? | -34%
COC(=O)c1cn(NC(=O)c2ccncc2)c(=O)c2ccccc12 | 0.6% | -2% | -1.0% | i | 10% | -8% | 3.6% | 32% | 20%
CCc1ccc(-c2cn3nc(-c4ccccc4)cnc3n2)cc1 | 0.2% | -5% | 1.0% | i | 6% | -13% | 3.6% | -1% | -34%
COc1ccccc1N(CC(=O)NCc1ccco1)C(=O)CCC(=O)Nc1ccccn1 | 0.7% | -1% | -1.2% | nt | -19% | -17% | -4.3% | -1% | 11%
CC(Nc1ccnc2cc(Cl)ccc12)c1ccc(S(N)(=O)=O)cc1 (configuration not stated) | 0.7% | -2% | 0.4% | nt | -43% | -19% | -4.3% | 15% | -4%
CC(C(=O)NCCc1ccc(Cl)cc1)n1c(=O)c2cccn2c2cccnc21 (configuration not stated) | -0.1% | -7% | -0.3% | nt | -16% | -26% | -0.6% | 15% | 1%
CC(=O)Nc1ccc(Nc2nc(C)cc(C)n2)cc1 | -0.7% | -5% | 0.2% | nt | 19% | -26% | 6.7% | 20% | 6% | Dengue-2 NS5 capping pilot replicate=-4.9
COCCN1C=C2C(=O)C(C)(OC(=O)c3cccs3)C(=O)C=C2C=C1CCCC(=O)OC (configuration not stated) | -0.1% | 10% | 2.6% | i | 48% | 5% | 0.4% | 15% | 0%
CCOc1ccc(C(=O)NCc2ccco2)cc1OC | 0.0% | -7% | 0.1% | nt | 1%[20 µM] | -6% | 3.4% | 4% | -6%
CCOc1ccc(OCC)c(NC(=O)C2CCN(S(=O)(=O)c3c(C)noc3C)CC2)c1 | -0.9% | -2% | -0.6% | i | 0% | -19% | -5.7% | -9% | -18%
CN(C)c1ccc(NS(=O)(=O)c2ccc(-c3csnn3)cc2)cc1 | 3.0% | nt | -3.7% | i | 30% | 16% | 1.9% | -25% | -11%
S=C1NC[C@H](c2ccccc2)N1CCCCC1CCCCC1 | 0.4% | -6% | -1.6% | i | 8% | -2% | -5.2% | -7% | 1%
CCCc1sc(N2CCCC(C(N)=O)C2)nc1-c1ccccc1 (configuration not stated) | -1.1% | 1% | 0.4% | i | 12% | -8% | -1.1% | -10% | -2%
Cc1ccc(-c2cc(C(=O)O)n[nH]2)s1 | 0.6% | -1% | -1.4% | i | 18% | -26% | -5.9% | 9% | -8%
COc1cccc(Sc2ccccc2CN(C)C)c1 | -0.4% | -4% | -0.8% | i | 17% | -19% | -3.0% | -7% | -1%
COc1cc(C(=O)NCC2CCCO2)ccc1OCc1c(C)noc1C (configuration not stated) | 1.1% | 0% | -0.6% | i | -29% | 6% | -4.3% | 1% | -4%
COC(=O)c1c(NC(=O)C(=O)NCCCN2CCOCC2)sc2c1CCCC2 | 1.8% | -5% | 0.1% | nt | -36% | -19% | 2.5% | 0% | 25%
COc1ccc2c(c1OC)C(=O)N(c1cccc(C)c1)C2 | -0.2% | -1% | -1.9% | i | 13% | nt | 0.1% | 1% | -105%
CCOc1ccc(CN2CCN(S(=O)(=O)c3ccc(NC(C)=O)cc3)CC2)cc1 | -0.8% | -11% | -1.5% | i | -40% | -14% | 0.1% | 2% | 2%
COc1ccc(N2CC(C(=O)Nc3ccc4c(c3)OCO4)CC2=O)cc1 (configuration not stated) | 0.2% | -3% | 0.9% | i | 19% | -14% | -4.5% | 10% | 5%
NC(=O)c1cc2c3ccccc3ccn2c1-c1ccccc1 | 1.2% | ? | 14% | i | -115% | -3% | 5.5% | 17% | -98%
CCCCNC(=O)Cc1ccc(C)cc1 | 0.0% | -4% | -0.2% | i | -34% | -21% | 2.4% | 4% | 14%
O=C(CCn1nnc2ccccc21)Nc1nnc(Cc2ccc(F)cc2)s1 | -0.4% | -4% | -3.1% | i | 8% | 1% | 0.7% | 5% | 12%
Brc1ccccc1-c1nnc(CSc2nncn2-c2ccccc2)o1 | -0.7% | -13% | -0.2% | i | -7% | 5% | -2.7% | 5% | 1%
COc1cc(C(=O)N/N=c2/sc3ccccc3n2C)cc(OC)c1OC | -0.4% | -3% | -0.7% | i | -16% | 13% | 7.4% | -4% | -1%
CO/N=C(\Cn1ncc(N2CCOCC2)c(Br)c1=O)c1ccc(Cl)cc1 | -0.9% | -4% | -1.6% | i | -11% | -35% | -5.3% | 2% | 10%
CC(C)C12CN3CC(C(C)C)(CN(C1)C31C(=O)Nc3ccccc31)C2=O (configuration not stated) | 0.4% | 1% | 0.0% | i | 23% | -20% | -1.8% | 2% | -12%

An excerpt from above in order of SMILES length, falling:
SMILES | West Nile virus CPE | Dengue-2 NS5 capping | HIV fusion peptide | Yfh1-off respiration | KOR beta-arrestin-1 | NOD1 inhibition | KOR beta-arrestin-2 | AID2073 | NOD2 inhibition | others
Cc1ccc(S(=O)(=O)CCC(=O)OCC(=O)N2CCN(S(=O)(=O)c3ccc(Cl)cc3)CC2)cc1 | -0.3% | -3% | -0.7% | nt | -8% | -6% | -1.5% | -6% | 6%
Cc1sc2ncn(CC(=O)NCCN3CCOCC3)c(=O)c2c1S(=O)(=O)N1CCC(C)CC1 | 0.0% | 4% | 1.2% | i | 32% | 19% | 2.8% | -1% | 6%
CCOc1ccc(OCC)c(NC(=O)C2CCN(S(=O)(=O)c3c(C)noc3C)CC2)c1 | -0.9% | -2% | -0.6% | i | 0% | -19% | -5.7% | -9% | -18%
COc1cccc(/C=N/N2CCN(c3ccncc3S(=O)(=O)N3CCCCC3)CC2)c1 | 0.2% | -7% | -2.2% | i | -42% | -14% | 0.3% | -15% | -7%
CCOc1ccc(CN2CCN(S(=O)(=O)c3ccc(NC(C)=O)cc3)CC2)cc1 | -0.8% | -11% | -1.5% | i | -40% | -14% | 0.1% | 2% | 2%
CC(Nc1ccnc2cc(Cl)ccc12)c1ccc(S(N)(=O)=O)cc1 (configuration not stated) | 0.7% | -2% | 0.4% | nt | -43% | -19% | -4.3% | 15% | -4%
CCCc1[nH][nH]c(=O)c1C(c1ccccc1)C(C#N)C#N (configuration not stated) | -0.6% | -4% | -1.4% | i | 22% | nt | -0.6% | -4% | 10%
CCCc1sc(N2CCCC(C(N)=O)C2)nc1-c1ccccc1 (configuration not stated) | -1.1% | 1% | 0.4% | i | 12% | -8% | -1.1% | -10% | -2%
NC(=O)c1cc2c3ccccc3ccn2c1-c1ccccc1 | 1.2% | ? | 14% | i | -115% | -3% | 5.5% | 17% | -98%
O=S1(=O)N=C2CCCCCN2C(c2ccncc2)N1 (configuration not stated) | 0.2% | -3% | 0.7% | i | 25% | 0% | -2.1% | -3% | 0%
O=C(c1cccs1)N1CCN(c2ncccn2)CC1 | -0.1% | -2% | -1.0% | i | 0% | -2% | -9.6% | -2% | 5%

These rows are one share of the data; count on the stated rates, not on these rows.
